High-throughput results deposited in PubChem BioAssay by National Center for Advancing Translational Sciences (NCATS).
LDHA inh = inhibitors of human lactate dehydrogenase A; activity change, % (values are at about 110 or 230 µM); AID 1347041; P00338; purified LDHA, NADH/diaphorase-resazurin fluorescence; stronger effect = lower value; 0.15% of 480,000 active; in the data active = activity change below about -30%; inconclusive = mostly about -25% to -30%;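 note: plate controls were DMSO wells for no effect and wells without enzyme for full effect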
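LDH5 2 nM; NADH 0.06 mM, pyruvate 0.2 mM; 200 mM Tris pH 7.4, EDTA, Tween-20; 5 min RT. Detection: diaphorase 0.133 mg/mL + resazurin 37 µM, fluorescence ex540/em590 at 0 and 20 min; normalized to enzyme-free and DMSO wells.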
GRP78 ERSR act = ER stress response induction in glioma; U87-MG GRP78 promoter luciferase reporter, 16 h; AID 602332; Potency, µM, inactives show at the top dose activation, hits mostly activators; 0.02% of 420,000 active; note: potency is the fitted concentration of half-maximal effect; series mostly up to about 76 µM; % of control where 0% means no effect; nearly all actives have a fitted effect of over 35% in size
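ERSR induction read as luciferase luminescence (Bright-Glo, 10 min at room temperature) in stably transfected human U87-MG glioma cells exposed to compounds for 16 h, using GRP78 as sensor.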
Vif-A3G inh = inhibitors of Vif-APOBEC3G interaction; HeLa A3G-eYFP + Vif (tagged APOBEC3G with the HIV-1 protein that degrades it), YFP fluorescence, overnight; 0.076% of 410,000 active; Q9HC16; AID 602310; Potency, µM (series often up to 46.1 µM), inactives show top-dose activity, negative = active, most hits filed as inhibitors;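 note: potency is the fitted concentration of half-maximal effect; % is set by controls: 0 for no effect and ±100 for the full control effect; nearly all actives have a fitted effect of over 60% in size; hits raise eYFP signal because A3G escapes Vif-driven loss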
Target sequence (Q9HC16 whole entry, looked up): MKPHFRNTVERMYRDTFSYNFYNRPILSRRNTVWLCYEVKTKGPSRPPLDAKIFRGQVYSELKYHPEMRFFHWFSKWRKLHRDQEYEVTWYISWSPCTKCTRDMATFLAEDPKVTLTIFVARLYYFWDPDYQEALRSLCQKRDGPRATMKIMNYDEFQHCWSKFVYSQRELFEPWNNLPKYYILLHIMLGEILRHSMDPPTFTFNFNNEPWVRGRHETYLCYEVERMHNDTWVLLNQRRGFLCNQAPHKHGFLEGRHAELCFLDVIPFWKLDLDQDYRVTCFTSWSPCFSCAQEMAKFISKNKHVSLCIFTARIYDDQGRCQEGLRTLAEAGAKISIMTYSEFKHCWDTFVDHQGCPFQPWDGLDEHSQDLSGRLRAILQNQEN
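Read-out is eYFP fluorescence (Ex 488/Em 500-530) from Vif-expressing HeLa A3G-eYFP cells; more signal means A3G escaped Vif-mediated degradation. Cells plated overnight, compound pinned in, incubated overnight at 37 deg C.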
Numbers without * were called inactive; ? = inconclusive. Unless noted, calls come from the whole dose curve; as a rule, active = well fitted curve in the direction sought with a large enough effect; inconclusive = small, poorly fitted or top-dose-only effect, or another doubt; inactive = no such curve, though single readings can be large; an effect the other way counts as inactive or inconclusive. Some of the compounds tested; rates above refer to the full screens.

Every second line gives: LDHA inh, GRP78 ERSR act, Vif-A3G inh
[1] O=C(Nc1ccc2c(c1)OCCO2)C(CCc1ccccc1)N(Cc1ccccc1)Cc1ccccc1 (centres undefined)
  -7, -4%, -3%
[2] CC1=C(C(=O)N(C(C)C)C(C)C)CC(CC(=O)NC2CC2)C(=O)N1CCCN1CCCC1=O (centres undefined)
  -3, -2%, 0%
[3] COc1ccc(C(=O)NC[C@H]2O[C@@H](n3cnc4c(N)ncnc43)[C@H](O)[C@@H]2O)cc1OC
  -6, -3%, -1%
[4] C=CCNc1ncnc2c1ncn2[C@H]1CN(C2CCCC2)C[C@@H](CO)O1
  -11, -2%, 0%
[5] COc1ccc(CNC(=O)Nc2nc(C(N)Cc3ccc(F)cc3)cs2)cc1 (centres undefined)
  -3, -8%, -11%
[6] COCCNC(=O)C1(C)CCCN(Cc2ccc(-n3ccnc3)cc2)C1 (centres undefined)
  0, -2%, -1%
[7] CCc1nc2c(OCc3ccc(Cl)cc3)cccn2c1N(C)C(=O)c1ccc2c(c1)OCO2
  -9, 2%, -6%
[8] CCC(CC)C(=O)N(C)c1c(C)nc2c(OCc3ccc(Cl)cc3Cl)cccn12
  -2, 16%, -14%
[9] COc1ccc(C(=O)N2CCCCC2c2cc(C(=O)Nc3ccc(OC)cc3C)no2)cc1 (centres undefined)
  0, -1%, -1%
[10] CCCCC(=O)N(C)c1c(CC)nc2c(OCCOc3ccccc3)cccn12
  -1, -1%, 0%
[11] CC1(C(=O)O)CCCN1C(=O)c1cccc(C(F)(F)F)c1 (centres undefined)
  0, -1%, 5%
[12] Cc1ccccc1S(=O)(=O)NC(=O)C1(C)CCN1C(=O)c1c(C)noc1C (centres undefined)
  -7, -2%, -2%
[13] COC(=O)N1CCCCC1c1cc(C(=O)NCc2ccc(Cl)c(Cl)c2)no1 (centres undefined)
  -3, 0%, 1%
[14] CC(C)c1ccc(NC(=O)Nc2nnc([C@@H]3C[C@H](O)[C@@H](CO)O3)s2)cc1
  -5, -2%, 0%
[15] Cc1cnc(C(=O)N(c2ccc(N3CCOCC3)cc2)C2C(=O)Nc3ccccc3N=C2c2ccc3c(c2)OCO3)cn1 (centres undefined)
  7, 0%, -5%
[16] CCOC(=O)C1=CC[C@@H](c2ccccc2)N(S(=O)(=O)c2ccc(C)cc2)[C@H]1c1ccc(CC)cc1
  -11, -1%, 3%
[17] Cc1nc2ccc(NC(=O)C3(C)CCCN(C(C)C)C3)cc2o1 (centres undefined)
  -5, -2%, -2%
[18] CCc1nc2ccc(C(=O)NCCN3CCNC3=O)cn2c1N(C)CCC(C)C
  -3, 1%, -2%
[19] Cc1ccc(CN2C(=O)C(C)Sc3ccc(C#N)cc32)cc1 (centres undefined)
  -4, 0%, -3%
[20] NC(=O)c1cccc(-c2csc(C(O)c3cccc(Cl)c3)n2)c1 (centres undefined)
  2, 4%, -2%
[21] CC(O)(c1cccc(F)c1)c1nc(-c2cccc(C#N)c2)cs1 (centres undefined)
  -8, -4%, 3%
[22] Cc1ccc(S(=O)(=O)N2C[C@H]3C(=O)C[C@@H](c4ccccc4)N(S(=O)(=O)c4ccccc4[N+](=O)[O-])[C@H]3C[C@H]2c2ccccc2)cc1
  -5, -5%, -2%
[23] COc1ccc2c(CN3CCCCCCC3)cc(=O)oc2c1
  -12, 4%, -4%
[24] CCNC(=O)C1CCCN(C(=O)c2ccc3snnc3c2)CC1 (centres undefined)
  -3, 3%, -1%
[25] Cc1cnc(C)c(Nc2nc(C(N)Cc3ccccc3)cs2)n1 (centres undefined)
  -7, -5%, -8%
[26] O=C(Nc1ccc(Oc2ccccc2)cc1)c1csc([C@H]2C[C@H](O)[C@@H](CO)O2)n1
  -5, -1%, 2%
[27] CC(O)(c1cccc(F)c1)c1nc(-c2ccccc2)cs1 (centres undefined)
  -6, -1%, -3%
[28] CC(=O)Nc1cccc(-c2ccnc3c2CC(C)(C(=O)NCCc2ccccc2)O3)c1 (centres undefined)
  -1, -2%, ?
[29] CC(=O)N1C[C@H]2CON(C)[C@H]2C[C@H]1c1ccccc1
  -7, -1%, 3%
[30] CCCc1nc2ccc(Cl)cn2c1Cc1ccccc1
  6, 1%, -3%
[31] Cc1nc2c(OCC(=O)c3ccc(F)cc3)cccn2c1N(C)Cc1cccs1
  4, 2%, 0%
[32] O=C(NCCc1ccccc1)C1Cc2c(-c3ccccc3)ccnc2O1 (centres undefined)
  -5, -4%, ?
[33] CC(C)CC(N)c1csc(Nc2ccc(C(F)(F)F)cn2)n1 (centres undefined)
  -3, -12%, -2%
[34] CCOc1ccc(-c2cc(C(=O)Nc3cc(OC)c(OC)c(OC)c3)[nH]n2)c(C)c1
  -4, -3%, -10%
[35] O=[N+]([O-])c1nccn1CCCCCCCCCCCN1CCOCC1
  1, 2%, -1%
[36] CCCS(=O)(=O)NC(=O)C1(C)CCCN(C(=O)c2ccccc2C(F)(F)F)C1 (centres undefined)
  -4, -2%, 2%
[37] COc1ccc(-c2nc3ccc(Cl)cn3c2Cc2cccc(F)c2)cc1OC
  -1, -1%, -6%
[38] CCC1CC(C(=O)O)CC(=O)N1 (centres undefined)
  0, -2%, 3%
[39] FC(F)(F)c1ccccc1Cc1c(-c2ccccc2)nc2ccc(Br)cn12
  -2, -1%, -13%
[40] O=C(N[C@H](CO)Cc1ccccc1)[C@H]1O[C@@H](n2ccc(=O)[nH]c2=O)[C@H](O)[C@@H]1O
  -6, 0%, 1%

Sorted by heavy-atom count (rising): six of the compounds above
Every second line gives: LDHA inh, GRP78 ERSR act, Vif-A3G inh
[38] CCC1CC(C(=O)O)CC(=O)N1 (centres undefined)
  0, -2%, 3%
[35] O=[N+]([O-])c1nccn1CCCCCCCCCCCN1CCOCC1
  1, 2%, -1%
[32] O=C(NCCc1ccccc1)C1Cc2c(-c3ccccc3)ccnc2O1 (centres undefined)
  -5, -4%, ?
[39] FC(F)(F)c1ccccc1Cc1c(-c2ccccc2)nc2ccc(Br)cn12
  -2, -1%, -13%
[31] Cc1nc2c(OCC(=O)c3ccc(F)cc3)cccn2c1N(C)Cc1cccs1
  4, 2%, 0%
[34] CCOc1ccc(-c2cc(C(=O)Nc3cc(OC)c(OC)c(OC)c3)[nH]n2)c(C)c1
  -4, -3%, -10%

The listing continues.
Every second line gives: LDHA inh, GRP78 ERSR act, Vif-A3G inh
[41] O=C(Nc1nnc([C@@H]2C[C@H](O)[C@@H](CO)O2)s1)c1cccc(Cl)c1
  -1, 4%, 0%
[42] Cc1cc2oc(=O)cc(CN(C)Cc3ccccc3)c2cc1C
  -2, -1%, -3%
[43] COc1cccc(-c2cccc(-c3nc(C(=O)Nc4ccc(-c5ccccc5)cc4)cc4c3[C@H](CCO)N(S(=O)C(C)(C)C)C4)c2)c1 (some centres undefined)
  -2, -5%, -17%
[44] Cc1cccc(-c2cnc(C(O)c3ccc(F)c(C)c3)[nH]2)c1 (centres undefined)
  -5, -1%, -2%
[45] CN(C)c1cccc(NC(=O)C2Cc3c(-c4cccnc4)ccnc3O2)c1 (centres undefined)
  0, 0%, 0%
[46] O=C(Nc1ccccc1)c1cc(C2CCCN(C(=O)C3CC3)C2)on1 (centres undefined)
  -6, -13%, -3%
[47] CC(O)(c1ccccc1)c1nc(-c2cccc(C#N)c2)cs1 (centres undefined)
  -1, -1%, -3%
[48] CC(=O)NC(c1ccc(F)c(F)c1)c1nc(-c2cc3ccccc3o2)cs1 (centres undefined)
  -12, -1%, 1%
[49] CC1(Cc2ccc(F)cc2)C(=O)Nc2c(Cl)ccc(Cl)c21 (centres undefined)
  1, -3%, -5%
[50] COCOc1cccc(CN2CCC2(C)C(=O)Nc2ccc(C)c(O)c2)c1 (centres undefined)
  1, -1%, -5%
[51] Cc1cccc(CN2CCN(C3CN(Cc4ccc(F)cc4)S(=O)(=O)C3)CC2)c1 (centres undefined)
  -3, -6%, 1%
[52] O=C(Nc1nnc([C@@H]2C[C@H](O)[C@@H](CO)O2)s1)c1cccc(C(F)(F)F)c1
  1, -2%, 1%
[53] OC(c1cccc(Cl)c1)c1ncc(-c2ccc3ccccc3c2)[nH]1 (centres undefined)
  -9, 0%, -4%
[54] CC(C)C[C@H]1CN([C@@H](Cc2ccc(O)cc2)CN2CCC[C@@H]2CN2C(=S)NC[C@@H]2Cc2ccccc2)C(=S)N1CC1CCCCCC1
  -16, -6%, -6%
[55] Nc1ncnc2c1ncn2[C@@H]1O[C@H](C(=O)N[C@H](CO)Cc2ccc(O)cc2)[C@@H](O)[C@H]1O
  -12, -4%, -1%
[56] C[C@@H]1CN([C@H](C)CO)C(=O)CCCn2cc(nn2)CO[C@H]1CN(C)C(=O)c1ccc2ccn(C)c2c1
  -6, -2%, 1%
[57] CCOC(=O)C1CCCN(C(=O)c2cccc(Cl)c2)CC1 (centres undefined)
  -6, -3%, 1%
[58] CC(C)c1ccc(NC(=O)C2(C)Cc3c(-c4cccc(C(N)=O)c4)ccnc3O2)cc1 (centres undefined)
  -2, 2%, -8%
[59] COc1cc(CNC(=O)c2cc(-c3cc(C)cc(F)c3)n[nH]2)cc(OC)c1
  -4, -3%, -3%
[60] COc1ccccc1-c1cc(NC=O)c2ncc(-c3cccc(C(C)=O)c3)n2c1
  -4, -3%, ?
[61] CCNC(=O)C1(C)CCCN(C(=O)c2ccnc(Cl)c2)C1 (centres undefined)
  -2, 0%, -2%
[62] OC(c1ccc(Cl)c(F)c1)c1ncc(-c2ccccc2Cl)[nH]1 (centres undefined)
  -5, -2%, -7%
[63] CC(NNC(=S)N1CCCCCC1)c1ccc2ccccc2n1 (centres undefined)
  2, -3%, -4%
[64] CC(C)Oc1cc(F)ccc1-c1cc(C(=O)Nc2cccc(C(F)(F)F)c2)[nH]n1
  -11, -3%, 5%
[65] COc1ccc(-c2ccccc2)cc1NC(=O)[C@@H]1O[C@H](CO)[C@@H](O)[C@H]1O
  -13, -3%, -3%
[66] CC1=C(C(=O)N2CCCCCC2)CC(CC(=O)NC2CCCCC2)C(=O)N1Cc1ccc(C(C)(C)C)cc1 (centres undefined)
  0, -1%, -11%
[67] CCOc1ccc(CCN2C(=S)N([C@@H](Cc3ccc(O)cc3)CN3CCC[C@@H]3CN3C(=S)NC[C@@H]3CC(C)C)C[C@@H]2Cc2ccccc2)cc1
  -12, -3%, -1%
[68] COC(=O)c1cnc(Nc2nc(C(N)Cc3ccccc3)cs2)nc1C(F)(F)F (centres undefined)
  -16, -11%, -17%
[69] O=C(NN1CCCCC1)NN1CCCCC1
  -7, -1%, 0%
[70] CC(=O)NCCNC(=O)C1(C)Cc2c(-c3ccc(C(N)=O)cc3)ccnc2O1 (centres undefined)
  -10, -2%, -2%

Structures shown so far with a nitro group on carbon (two):
Every second line gives: LDHA inh, GRP78 ERSR act, Vif-A3G inh
[22] Cc1ccc(S(=O)(=O)N2C[C@H]3C(=O)C[C@@H](c4ccccc4)N(S(=O)(=O)c4ccccc4[N+](=O)[O-])[C@H]3C[C@H]2c2ccccc2)cc1
  -5, -5%, -2%
[35] O=[N+]([O-])c1nccn1CCCCCCCCCCCN1CCOCC1
  1, 2%, -1%

The main list resumes, starting two compounds before the break.
Every second line gives: LDHA inh, GRP78 ERSR act, Vif-A3G inh
[69] O=C(NN1CCCCC1)NN1CCCCC1
  -7, -1%, 0%
[70] CC(=O)NCCNC(=O)C1(C)Cc2c(-c3ccc(C(N)=O)cc3)ccnc2O1 (centres undefined)
  -10, -2%, -2%
[71] COc1cccc(C(O)c2nc(-c3cc(F)cc(F)c3)cs2)c1 (centres undefined)
  -1, 1%, -4%
[72] COc1ccc(CNC(=O)C2(C)Cc3c(-c4cccc(C(N)=O)c4)ccnc3O2)cc1OC (centres undefined)
  -4, -1%, 1%
[73] COc1ccc(Cl)cc1Cn1c(C)c(C(=O)N(C)Cc2ccc(F)cc2)sc1=O
  -1, -3%, 2%
[74] COc1ccc(C(=O)N2CCCC2(C)C(=O)O)cc1C(F)(F)F (centres undefined)
  -4, -3%, -2%
[75] Cc1c(C(=O)NCc2ccc(Cl)c(Cl)c2)sc(=O)n1Cc1ccccc1F
  1, -3%, 1%
[76] CNc1cccc(-c2cc(OC)ccc2OC)n1
  0, -1%, -2%
[77] O=C(Nc1cccc(C(F)(F)F)c1)c1csc([C@@H]2O[C@H](CO)[C@H](O)[C@H](O)[C@H]2O)n1
  -3, -1%, 2%
[78] COc1ccc(OCCN2CCC(C(=O)NC(C)c3cccc4ccccc34)CC2)cc1 (centres undefined)
  -3, 1%, -2%
[79] O=C(/C=C/[C@H]1O[C@@H](n2cnc3c(NC(=O)c4ccccc4)ncnc32)[C@H](O)[C@@H]1O)NCc1ccccc1
  -11, -4%, -3%
[80] COc1ccc(C(C)(NC(C)=O)c2nc(-c3ccccc3OC)cs2)cc1 (centres undefined)
  -4, -2%, -4%
